CHRM1 agonist: human M1 muscarinic receptor agonism. P11229. CHO-K1 hM1, Fluo-8 calcium fluorescence, agonist mode; 0% DMSO, 100% acetylcholine EC100. activation, % at 3 µM. 0.33% of 360,000 active. AID 588814;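 active = activation above the run's mean compound activation plus 3 SD, cut at about 16% in these data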;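 also: peak over basal fluorescence ratio within a 140 s kinetic read after compound addition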
Target sequence (P11229 whole entry, looked up): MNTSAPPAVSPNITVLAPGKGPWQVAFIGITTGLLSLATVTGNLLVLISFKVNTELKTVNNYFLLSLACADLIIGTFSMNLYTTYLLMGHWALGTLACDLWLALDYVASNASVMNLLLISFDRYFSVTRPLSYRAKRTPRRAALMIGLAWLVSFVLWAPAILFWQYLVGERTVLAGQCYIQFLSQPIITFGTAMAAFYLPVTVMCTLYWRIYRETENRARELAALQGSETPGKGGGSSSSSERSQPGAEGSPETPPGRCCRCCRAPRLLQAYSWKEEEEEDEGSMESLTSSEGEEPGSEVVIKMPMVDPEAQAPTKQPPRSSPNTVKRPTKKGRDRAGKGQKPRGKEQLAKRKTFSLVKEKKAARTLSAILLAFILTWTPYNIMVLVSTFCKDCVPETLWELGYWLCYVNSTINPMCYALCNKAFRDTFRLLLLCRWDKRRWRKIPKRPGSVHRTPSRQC
TAAR1 ag: human TAAR1 agonism; 0.99% of 360,000 active; Q96RJ0; CHO RD-HGA16 TAAR1, Fluo-8 calcium fluorescence; vehicle wells 0%, saturating PEA agonist 100%; AID 624467; activation, % at 3 µM;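 active = activation above the mean activation of all test compounds in the run plus 3 SD, cut at about 38% in these data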
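System: CHO RD-HGA16 cells carrying human TAAR1 plus Gα16; Incubation: 17-24 h seeding, 75 min 37 °C dye, 30 min RT; Measured by: Fluo-8 fluorescence, 5 s baseline then 140 s kinetic read; Control set: DMSO and PEA EC100; Replication: single well for each compound.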
CHO-K1 Ca antag: M1 antagonist counterscreen hit in parental CHO-K1 cells | 0.6% of 360,000 active | AID 602250 | ATP-induced calcium, Fluo-8 fluorescence | inhibition, % at 3 µM;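 active = inhibition above a per-plate cutoff, the plate's mean sample inhibition plus 3 SD, cut at about 24% in these data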;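 also: 0% = DMSO plus EC80 ATP and 100% = DMSO alone without ATP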
CHO parental Ca: counter-screen: ATP calcium response change in parental CHO cells; AID 463079; inhibition, % at 5.6 µM; parental CHO-K1, ATP-induced calcium, Fluo-8 fluorescence; 0.63% of 330,000 active;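 active = inhibition above that plate's mean sample inhibition plus 3 SD, cut at about 26% in these data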;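 also: 0% = ATP-challenged DMSO wells and 100% = DMSO wells without ATP; some compounds past the cut are filed as inactive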
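test system = CHO parental line | reagent = ATP stimulus | measured by = intracellular calcium via Fluo-8 no-wash fluorescent dye | control set = ATP and no-ATP DMSO wells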
CHO-K1 Ca ag: counter-screen for M1 agonists: effect in parental CHO-K1 cells | Fluo-8 calcium fluorescence; scaled to maximal ATP response, vehicle zero | activation, % at 3 µM | 0.48% of 360,000 active | AID 602248; in the data active = activation above about 15%;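 also: untransfected CHO-K1 host cells lacking M1 receptor as counterscreen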
OXTR potentiator: potentiates the human oxytocin receptor response; CHO-OTR cells, Fluo-8 calcium fluorescence, potentiator mode; 0% = oxytocin EC15, 100% = EC100; activation, % at 3 µM; 0.061% of 320,000 active;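 active = activation above that plate's cutoff, the mean activation of tested compounds plus 3 SD, cut at about 6.6% in these data, passing the limit was not always enough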;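 also: 100% uses oxytocin at 75 nM as the full agonist control; some results filed as inactive read as strong as hits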
Target sequence (P30559 whole entry, looked up): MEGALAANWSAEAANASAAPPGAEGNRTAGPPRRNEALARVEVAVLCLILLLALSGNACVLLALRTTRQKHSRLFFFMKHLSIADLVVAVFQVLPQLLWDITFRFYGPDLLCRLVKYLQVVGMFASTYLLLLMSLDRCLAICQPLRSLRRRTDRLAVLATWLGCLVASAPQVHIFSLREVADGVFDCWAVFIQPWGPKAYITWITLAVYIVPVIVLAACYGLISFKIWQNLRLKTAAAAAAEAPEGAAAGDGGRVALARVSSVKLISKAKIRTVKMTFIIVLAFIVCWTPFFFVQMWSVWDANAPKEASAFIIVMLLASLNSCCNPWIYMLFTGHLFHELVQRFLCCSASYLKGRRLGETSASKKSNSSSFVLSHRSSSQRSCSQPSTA
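System: human OTR in CHO cells; Also added: sub-maximal oxytocin, roughly EC15; Timing: compound 6 min at room temperature before oxytocin, 100 s read; Technique: Fluo-8 intracellular calcium fluorescence, ex 470-495, em 515-575 nm; Controls: oxytocin EC15 low and EC100 high; Replication: singlicate.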
TAAR1 antagonist: antagonists of human TAAR1; Q96RJ0; CHO RD-HGA16 TAAR1, Fluo-8 calcium fluorescence, antagonist; inhibition, % at 3 µM; 1.5% of 360,000 active;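 active = inhibition above a per-plate cutoff, the mean inhibition of test compounds on that plate plus 3 SD, cut at about 49% in these data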;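 also: 0% = DMSO plus EC80 beta-PEA response and 100% = DMSO alone without agonist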
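Test system: CHO RD-HGA16 cells bearing hTAAR1 | Reagent: β-PEA, EC80 | Compound dosing: 3 µM, single point | Schedule: Dye loading 75 min at 37 °C, then 30 min room temperature | Signal: Calcium fluorescence with Fluo-8 | Evaluation: Percent inhibition of PEA-evoked calcium signal, max/basal emission ratio | Control set: DMSO-only wells and EC80 β-PEA-stimulated wells | Repeats: Singlicate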
M1 antag: human CHRM1 antagonism; CHO-K1 hM1, Fluo-8 calcium fluorescence, ACh EC80 antagonist; inhibition, % at 3 µM; 1.3% of 360,000 active; AID 588852;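 active = percent inhibition above its own plate's cutoff, namely the mean of that plate's compound wells plus 3 SD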;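 also: peak over basal fluorescence ratio during 140 s after agonist addition; 0% = ACh EC80 plus DMSO and 100% = DMSO alone without agonist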
M1 PAM parental: nonselective activator or artifact in parental CHO-K1 calcium assay. ATP EC20, Fluo-8 calcium fluorescence; 0% at ATP EC20, 100% at ATP max. activation, % at 3 µM. 0.02% of 360,000 active;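 active = activation above the run cutoff, the mean activation of all test compounds plus 3 SD, cut at about 40% in these data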;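 also: peak over basal fluorescence ratio in a 140 s read after ATP addition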
* marks the source's active call; other numbers are inactive results; . = not tested or not shown.

smiles,CHRM1 agonist,TAAR1 ag,CHO-K1 Ca antag,CHO parental Ca,CHO-K1 Ca ag,OXTR potentiator,TAAR1 antagonist,M1 antag,M1 PAM parental
C[C@@H]1CN([C@H](C)CO)C(=O)CCCn2nncc2CO[C@H]1CN(C)S(=O)(=O)c1cccc(F)c1,-4,1,6,.,0.3,.,-1,7,-9
Cc1cc2c(s1)c1cnn(Cc3ccccc3F)c(=O)c1n2C,-2,11,2,-9,1.5,-4,13,2,11
O=C(Nc1cccc(F)c1)NC1(C(=O)N2CCOCC2)CCCCC1,-4,2,-10,-5,1.0,0,-11,0,-2
COc1cc(NS(=O)(=O)c2cc(C(=O)NCCc3ccccn3)ccc2OC)cc(OC)c1,-2,3,0,-16,-0.1,-3,1,-11,8
O=C(Cc1ccccc1Cl)Nc1ccc(S(=O)(=O)Nc2nccs2)cc1,-4,2,-1,-2,0.3,-7,-3,-7,-8
O=C(C1=C(O)C(=O)N(Cc2ccco2)C1c1cccc([N+](=O)[O-])c1)c1ccco1 (stereo not given),0,-1,6,14,0.0,-4,-14,-20,-25
C/C=N/N(c1ccccc1)c1ccccc1,-3,-3,-7,.,0.7,.,-13,-4,1
COCCn1c(SCC(=O)NC2CCCC2)nnc1-c1ccco1,-4,3,-14,-6,0.6,-11,-4,-12,8

The closing 5 entries of the section before come first, to join the parts.
smiles,CHRM1 agonist,TAAR1 ag,CHO-K1 Ca antag,CHO parental Ca,CHO-K1 Ca ag,OXTR potentiator,TAAR1 antagonist,M1 antag,M1 PAM parental
COc1cc(NS(=O)(=O)c2cc(C(=O)NCCc3ccccn3)ccc2OC)cc(OC)c1,-2,3,0,-16,-0.1,-3,1,-11,8
O=C(Cc1ccccc1Cl)Nc1ccc(S(=O)(=O)Nc2nccs2)cc1,-4,2,-1,-2,0.3,-7,-3,-7,-8
O=C(C1=C(O)C(=O)N(Cc2ccco2)C1c1cccc([N+](=O)[O-])c1)c1ccco1 (stereo not given),0,-1,6,14,0.0,-4,-14,-20,-25
C/C=N/N(c1ccccc1)c1ccccc1,-3,-3,-7,.,0.7,.,-13,-4,1
COCCn1c(SCC(=O)NC2CCCC2)nnc1-c1ccco1,-4,3,-14,-6,0.6,-11,-4,-12,8
COC(=O)/C(C#N)=C/c1c(N2CCCCCC2)nc2ccccn2c1=O,-3,11,10,-16,0.4,-3,-18,2,-17
O=C(O)c1cc(-c2ccccc2)on1,-1,-2,-16,-7,0.6,-4,6,-16,13
Cc1cccc(Cc2c(C)[nH]c(=O)c(C#N)c2C)c1,-2,4,-9,-13,1.0,-2,-19,-1,6
COc1ccc2sc(-c3ccccc3OC)c(-c3ccc(SC)cc3)c2c1,.,5,-14,.,4.9,.,-28,.,16
c1ccc(C(c2ccccc2)c2noc(CN3CCN(C4CCCC4)CC3)n2)cc1,-13,4,-4,-17,15*,7,-2,60*,21
COC(=O)c1ccccc1NC(=O)c1cnn2c(C(F)F)cc(C3CC3)nc12,-5,6,-5,-45,0.0,-2,24,-19,10
CCN(Cc1ccccc1)S(=O)(=O)c1ccc(C(=O)N(CCCN(C)C)c2nc3cc(OC)ccc3s2)cc1,0,20,2,-14,2.4,-14,29,-17,-7
Cc1cc(C)cc(C(=O)N[C@@H](C)C(=O)N2CCC3(CC2)NCCc2[nH]cnc23)c1,-12,1,-14,-1,0.6,1,3,-5,4
CC(C)C1NC2(C(=O)c3ccccc3C2=O)C2C(=O)N(c3ccc(F)cc3)C(=O)C12 (stereo not given),-4,10,-3,-20,2.4,0,-2,0,18
CCC1(C(=O)NC(=Nc2ccccc2)Nc2ccccc2)CCOC1=O (stereo not given),-5,6,-9,.,1.1,.,-36,-14,18
Cn1c(=O)oc2cc(S(=O)(=O)NCCC(=O)N3CC=C(c4ccccc4)CC3)ccc21,-4,3,-15,-16,6.3,-6,20,5,14
COc1ccc(NC(=O)N2CCCC2C(=O)NC2CCCC2)cc1 (stereo not given),-3,3,-20,-11,0.5,-6,-4,-12,18
COc1ccc2c(ccc[n+]2CC(=O)c2ccccc2)c1,-9,0,-10,.,-0.3,.,-2,-1,15
CCOC(=O)c1ccc(N=Cc2nc(-c3ccccc3)oc2OC(C)=O)cc1,0,1,-13,-7,0.3,-6,-6,-8,19
O=C(CCc1c[nH]c2ccccc12)NCc1ccncc1,-7,4,-14,3,0.5,-10,-11,-2,4
Cc1cc(C)cc(N(CC(=O)NC2CCCC2)C(=O)c2csnn2)c1,1,1,-12,-8,0.2,-7,12,-7,12
Cc1c(S(=O)(=O)N2CCN(c3cccc(Cl)c3)CC2)c(=O)n(C)c(=O)n1C,-2,-1,-4,-11,0.7,-3,4,-19,-3
Cn1ncc(Cl)c1C(=O)N1CCCc2ccccc21,-2,8,-6,-16,0.3,-2,4,-4,19
COc1ccc(-c2nnc(-c3ccc(N(C)C)cc3)o2)cc1,-1,3,-38,-8,1.1,-5,2,-8,16
O=S(=O)(Nc1ccc(N2CCCCC2)cc1)c1ccc(F)cc1F,-6,5,-10,-10,4.9,-13,7,-16,19
O=C(NC(=S)NC12CC3CC(CC(C3)C1)C2)c1ccc(F)cc1,-1,5,-16,-13,0.2,-5,-5,-13,5
CCCCn1nnc(NC(=O)COc2cc(C)ccc2C(C)C)n1,-2,10,10,-3,1.9,-4,13,7,4
CCN1C(=O)C(CC(=O)NC2CCCCC2)N(CC)C1=O (stereo not given),-1,-1,-2,-12,-0.1,-2,4,-12,1
COC(=O)c1ccc(CSC2=NC[C@@H]3[C@@H]4C(=O)N(Cc5ccccc5)C(=O)[C@@H]4[C@](C)(C(=O)OC)N23)cc1,-3,1,-9,-13,1.5,.,9,-12,17
Cc1ccc(NC(=O)CSCC(=O)N(C)CC(=O)Nc2ccccc2C(F)(F)F)cc1,-1,0,-6,.,0.2,.,6,-14,-22
Cc1c(N(C)S(=O)(=O)c2cc(C(=O)Nc3ccccn3)ccc2Cl)c(=O)n(-c2ccccc2)n1C,-4,2,-5,-16,0.7,-3,3,-10,15
Cc1ccccc1NC(=O)C(C)N1C(=O)c2ccccc2C1=O (stereo not given),-5,0,-5,-4,-0.2,4,-8,-12,2
O=C(CSc1nc2ccccc2s1)Nc1ccc(Cl)c(S(=O)(=O)N2CCOCC2)c1,-1,8,-2,-17,6.7,-10,35,14,15
COc1ccc(-c2cn[nH]c2-c2ccc(OC)cc2)cc1,-3,5,-12,-14,1.4,-19,-7,-12,10
c1ccc(CN2CCN(c3ncnc4c3[nH]c3ccccc34)CC2)cc1,2,21,-3,46*,8.8,-10,47,11,10
CC(C)(C)C(=O)NC(=S)Nc1ccccc1N1CCCC1,-9,18,-6,-24,0.9,5,-18,-9,25
O=C(O)c1cc(-c2ccc(-c3c(-c4ccc5c(c4)OCO5)noc3-c3ccsc3)cc2)nc2ccccc12,-6,4,-20,-3,1.1,4,-9,-9,26

Overlap with the part before: two compounds; new compounds follow.
smiles,CHRM1 agonist,TAAR1 ag,CHO-K1 Ca antag,CHO parental Ca,CHO-K1 Ca ag,OXTR potentiator,TAAR1 antagonist,M1 antag,M1 PAM parental
CC(C)(C)C(=O)NC(=S)Nc1ccccc1N1CCCC1,-9,18,-6,-24,0.9,5,-18,-9,25
O=C(O)c1cc(-c2ccc(-c3c(-c4ccc5c(c4)OCO5)noc3-c3ccsc3)cc2)nc2ccccc12,-6,4,-20,-3,1.1,4,-9,-9,26
Cc1cc(NC(=O)C2(C)CCN2C(C)C)c2ccccc2n1 (stereo not given),-2,1,9,.,-0.1,.,-12,-10,-3
CCN(c1ccc(OC)cc1)S(=O)(=O)c1nnc(NC(=O)COc2ccccc2)s1,-2,-3,-3,-9,2.1,-3,-43,-5,8
CCOC(=O)C1(C)CCCN(C(=O)c2ccc3ccccc3c2)C1 (stereo not given),-8,2,-9,.,1.1,.,-32,-20,4
O=C(O)C1CC(O)CN1C(=S)Nc1ccccc1 (stereo not given),-3,7,-1,7,0.0,-3,5,-3,18
O=C(NCc1cccnc1)c1cccc(S(=O)(=O)NCc2ccccc2)c1,-3,1,-3,-10,1.4,2,5,-22,8
Cc1cccc(NC(=O)NCCc2c[nH]c3ccccc23)c1,-4,8,-14,-2,0.9,-3,12,4,13
Cc1ccnc(NC(=O)CN(C)S(=O)(=O)c2cccc3nsnc23)c1,-4,2,2,4,0.6,-7,-4,-3,3
CCOc1c(CNCc2ccc(C(=O)O)cc2)cccc1OC,-4,-1,-11,-4,0.9,-3,0,-12,19

Profiles from above:
CCOc1c(CNCc2ccc(C(=O)O)cc2)cccc1OC as listed: CHRM1 agonist: -4; TAAR1 ag: -1; CHO-K1 Ca antag: -11; CHO parental Ca: -4; CHO-K1 Ca ag: 0.9; OXTR potentiator: -3; TAAR1 antagonist: 0; M1 antag: -12; M1 PAM parental: 19
Cc1cccc(NC(=O)NCCc2c[nH]c3ccccc23)c1 as listed: CHRM1 agonist: -4; TAAR1 ag: 8; CHO-K1 Ca antag: -14; CHO parental Ca: -2; CHO-K1 Ca ag: 0.9; OXTR potentiator: -3; TAAR1 antagonist: 12; M1 antag: 4; M1 PAM parental: 13
O=C(NCc1cccnc1)c1cccc(S(=O)(=O)NCc2ccccc2)c1 as listed: CHRM1 agonist: -3; TAAR1 ag: 1; CHO-K1 Ca antag: -3; CHO parental Ca: -10; CHO-K1 Ca ag: 1.4; OXTR potentiator: 2; TAAR1 antagonist: 5; M1 antag: -22; M1 PAM parental: 8

Additional structures.
smiles,CHRM1 agonist,TAAR1 ag,CHO-K1 Ca antag,CHO parental Ca,CHO-K1 Ca ag,OXTR potentiator,TAAR1 antagonist,M1 antag,M1 PAM parental
Cc1cc(Br)ccc1NC(=O)CCSc1ccccc1,3,-1,-7,-19,0.8,0,2,-12,0
CC1Cn2c(COc3ccccc3)nnc2S1 (stereo not given),-1,0,15,-11,0.0,-13,-13,5,-8
Cc1nn(C)c(Cl)c1CN1CCCC(CCC(=O)NCc2ccccc2F)C1 (stereo not given),-14,7,12,-22,-0.4,-3,20,21,-13
Cc1ccc(/C(N)=N/OC(=O)CCC2CCCC2)cc1,-4,0,9,1,0.6,-3,-20,2,-1
O=C(CSc1ncccn1)NC1CCS(=O)(=O)C1 (stereo not given),-1,3,-2,-1,0.5,-6,-11,-13,-7
Cc1ccc(NC(=O)c2ccc3[nH]c(=O)c(=O)[nH]c3c2)nc1,-1,1,6,-15,0.4,-2,0,7,-12

Source: PubChem (The Scripps Research Institute Molecular Screening Center)

Compounds were not picked by outcome. Share with any hit: about 4.2%.
